Tau FP inhib: qHTS for Inhibitors of Tau Fibril Formation, Fluorescence Polarization; K18 P301L tau heparin fibrillization, Alexa594 FP, 6 h; Potency, µM (doses to about 57.7 µM), for the others: at the highest dose activity, negative = inhibition, usual class: inhibitors; 280,000 tested, 0.39% active; AID 1468, 2008; note: potency is the fitted concentration of half-maximal effect; % is set by controls: 0 for no effect and ±100 for the full control effect; nearly all actives have a fitted effect of over 55% in size
Target sequence (P10636 561-689 P618L limits assumed): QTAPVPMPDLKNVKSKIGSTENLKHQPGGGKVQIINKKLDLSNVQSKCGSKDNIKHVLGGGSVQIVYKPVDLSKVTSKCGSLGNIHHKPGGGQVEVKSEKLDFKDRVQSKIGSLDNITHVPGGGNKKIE
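Quantitative HTS format: compounds meet 15 uM recombinant K18 P301L tau and Alexa 594-tau tracer in 100 mM sodium acetate pH 7; 20 uM heparin triggers fibrillization at 37 C over 6 hr; FP gives the signal.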
TR SRC2 fluor cs: Total Fluorescence Counterscreen for Inhibitors of the Interaction of Thyroid Hormone Receptor and Steroid Receptor Coregulator 2 | TRb/SRC2 Texas Red total fluorescence interference | Potency, µM (doses to about 106 µM), for inactives: top-dose fluorescence change, negative = quenching | 280,000 tested, 0.29% active | AID 1479, 2009; active = well fitted curve in either direction with a large enough effect; inconclusive = small, poorly fitted or top-dose-only effect; note: potency is the fitted concentration of half-maximal effect; % is set by controls: 0 for no effect and ±100 for the full control effect
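Human TRb ligand-binding domain at 0.6 uM with 20 nM Texas Red SRC2 peptide in Tris buffer containing 1 uM T3 and 5% DMSO, incubated with compound 5 h at ambient temperature. Total fluorescence (555/632 nm) calculated as parallel + 2 × perpendicular.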
TRb SRC2 PPI: qHTS for Inhibitors of the Interaction of Thyroid Hormone Receptor and Steroid Receptor Coregulator 2. 280,000 tested, 0.065% active. Thyroid hormone receptor beta (Homo sapiens), P10828. Potency, µM (series often up to 106 µM), without a hit: top-dose activity change, negative = inhibition, usual class: inhibitors. TRbeta-SRC2 peptide binding, fluorescence polarization; receptor liganded with 1 µM T3;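 note: potency is the fitted concentration of half-maximal effect; plate controls were bound peptide for no effect and peptide without receptor for full effect; nearly all actives have a fitted effect of over 50% in size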
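Assay buffer: 20 mM Tris-HCl, 100 mM NaCl, 10% glycerol, 1 mM EDTA, 0.01% NP-40, 1 mM DTT, 1 uM T3, 5% DMSO; TRb LBD 0.6 uM, Texas Red SRC2 20 nM; FP after 5 hr.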
Tau fluor cs: Counterscreen qHTS for Inhibitors of Tau Fibril Formation, Fluorescence Polarization. 280,000 tested, 0.93% active. AID 1463, 2008. tau K18 P301L Alexa594 fluorescence, heparin fibrillization. Potency, µM (highest dose often 57.7 µM), for inactives: at the top dose activity change, negative = decrease; note: potency is the fitted concentration of half-maximal effect; % is set by controls: 0 for no effect and ±100 for the full control effect; nearly all actives have a fitted effect of over 55% in size
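Human tau K18 P301L (15 uM unlabeled, 0.24 uM Alexa 594-labeled) in 100 mM sodium acetate pH 7 with 20 uM heparin, 6 hr at 37 C. ThT 30 uM added, 1 hr ambient; Alexa 594 FP and total fluorescence read at 555/632 nm.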
NPSR antag: qHTS Assay for Antagonists of the Neuropeptide S Receptor: cAMP Signal Transduction; CHO-NPSR cells, cAMP TR-FRET, antagonist mode; 220,000 tested, 1% active; Q6W5P4; Potency, µM (series often up to 38.3 µM), for inactives: top-dose activity change, negative = inhibition, most hits filed as inhibitors; AID 1461, 2008; note: potency is the fitted concentration of half-maximal effect; % is set by controls: 0 for no effect and ±100 for the full control effect; nearly all actives have a fitted effect of over 50% in size; many of its hits are not listed in these tables
CBFb RUNX1 block: qHTS Assay for Compounds Blocking the Interaction Between CBF-beta and RUNX1 for the Treatment of Acute Myeloid Leukemia; 230,000 tested, under 10 active; AID 1477, 2009; AlphaScreen CBFb-His/RUNX1-biotin binding, biochemical; Runt-related transcription factor 1 (Homo sapiens) + Core-binding factor subunit beta …; Potency, µM (series often up to 59.8 µM), for inactives: at the highest dose activity, negative = inhibition, actives largely listed as inhibitors; note: % of control where 0% means no effect
Target sequence (Q01196 whole entry, looked up): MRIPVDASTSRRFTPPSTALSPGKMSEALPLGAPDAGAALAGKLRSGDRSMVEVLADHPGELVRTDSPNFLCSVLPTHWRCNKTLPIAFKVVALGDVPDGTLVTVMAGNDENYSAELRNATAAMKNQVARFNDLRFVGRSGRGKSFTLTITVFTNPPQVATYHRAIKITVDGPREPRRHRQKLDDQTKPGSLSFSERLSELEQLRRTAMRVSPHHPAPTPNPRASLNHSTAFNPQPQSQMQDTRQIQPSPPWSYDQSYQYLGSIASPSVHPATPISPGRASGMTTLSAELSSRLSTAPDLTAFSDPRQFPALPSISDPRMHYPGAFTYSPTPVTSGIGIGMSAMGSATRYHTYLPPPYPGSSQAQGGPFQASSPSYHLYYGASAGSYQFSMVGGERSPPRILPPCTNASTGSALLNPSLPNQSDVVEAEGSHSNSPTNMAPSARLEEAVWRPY
Target sequence (Q13951 whole entry, looked up): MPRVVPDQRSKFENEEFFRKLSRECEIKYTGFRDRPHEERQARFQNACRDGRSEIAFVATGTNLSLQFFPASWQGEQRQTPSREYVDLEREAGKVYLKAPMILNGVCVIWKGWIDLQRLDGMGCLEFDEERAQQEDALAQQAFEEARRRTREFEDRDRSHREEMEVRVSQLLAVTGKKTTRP
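AlphaScreen proximity signal reports loss of binding between His-tagged CBF-beta and biotin-labelled RUNX1, each at 30 nM. Proteins are pre-associated for 20 minutes, compounds added for 15 minutes, then beads for 90 minutes, all at ambient temperature.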
aGal spleen mod: qHTS Assay for Inhibitors and Activators of Human alpha-Galactosidase From Spleen Homogenate | human spleen homogenate, 4MU-alpha-Gal fluorescence, 40 min | 240,000 tested, 0.008% active | Potency, µM (titrated, usually from 80 µM), for the others: at the highest dose activity change, negative = inhibition, actives largely listed as inhibitors | Alpha-galactosidase A (Homo sapiens), P06280 | AID 2107, 2009;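 note: potency is the fitted concentration of half-maximal effect; 0% = enzyme with vehicle and -100% = no enzyme basal signal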
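Human spleen homogenate (1 ug) was the enzyme source, with 4-methylumbelliferyl-alpha-D-galactopyranoside (1 mM final) in pH 5.0 citrate buffer with 0.01% Tween-20. Compounds were titrated; after 40 min at 37C, NaOH/glycine stop, 4-MU fluorescence read; AC50 from Hill fits.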
Epigenetic reg: Quantitative High-Throughput Screen for Regulators of Epigenetic Control; murine LDR cells, GFP reporter derepression, 30 h; 280,000 tested, 0.2% active; Potency, µM (doses to about 53.9 µM), for inactives: top-dose GFP activation, actives largely listed as activators; AID 1865, 2009; note: potency is the fitted concentration of half-maximal effect; % of control where 0% means no effect; nearly all actives have a fitted effect of over 60% in size
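Derepression of a silenced CMV-GFP reporter in murine LDR cells is scored by enumerating GFP-positive cells with a laser-scanning microplate cytometer after 30 hours of treatment at 37 C.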
Active calls of the source: *; ? = inconclusive; · = no result given; & = joins results of further samples; [ ] = dose if it differs, or a comment. Unless noted, calls come from the whole dose curve; as a rule, active = well fitted curve in the direction sought with a large enough effect; inconclusive = small, poorly fitted or top-dose-only effect, or another doubt; inactive = no such curve, though single readings can be large; an effect the other way counts as inactive or inconclusive.

SMILES	Tau FP inhib	TR SRC2 fluor cs	TRb SRC2 PPI	Tau fluor cs	NPSR antag	CBFb RUNX1 block	aGal spleen mod	Epigenetic reg
CSc1nc(N2CCN(C)CC2)c2ccccc2n1	4%	-4%	-1%	-1%	3%	14%	11%	-0.7%
Cc1ccccc1-n1c(-c2ccc([N+](=O)[O-])cc2)nc2ccccc2c1=O	7%	-1%	-12%	-6%	-9%	-12%	-2%	-1.0%
CSc1ccc(CN2CCN(Cc3ccccc3Cl)CC2)cc1	2%	-1%	12%	0%	-48%	0%	-2%	2.2%
Cc1cccc2c3c(ccc12)C1=C(C(=O)C3=O)[C@@H](C)CO1	·	-7%	2%	·	·	-22%	-8%	·
CCOc1ccc(-n2c(-c3cccs3)nc3ccccc3c2=O)cc1	-6%	-1%[53 µM]	2%[53 µM]	-7%	14%	-3%	-6%	-4.0%
O=C(Cc1ccccc1)N1CCN(Cc2ccccn2)CC1	7%	3%	-19%	3%	-8%[46.1 µM]	-5%	5%	6.0%
CC(=O)N1N=C(c2c(O)n(C)c(=O)n(C)c2=O)CC1c1ccccc1 (configuration not stated)	4%	-5%	-5%	10%	-5%[7.67 µM]	-18%	7%	-0.3%
Cc1cccc(C(O)(C(=O)NNC(=O)CN2CCN(C)CC2)c2cccc(C)c2)c1	-4%	-3%	3%	-3%	1%[46.1 µM]	-5%	-13%	-0.9%
O=c1c2ccccc2nc(/C=C\c2cccc(Br)c2)n1-c1ccc(O)cc1	?	5%	-9%	-22%	·	·	·	3.2%
CCOc1ccc(N2C(=O)NC(=O)/C(=C\c3cc(OC)c(OC)cc3[N+](=O)[O-])C2=O)cc1	?	-2%	1%	-24%	-20%	2%	-4%	8.5%
COC(=O)C(O)(c1cn(C)c2ccccc12)C(F)(F)F (configuration not stated)	-16%	1%	0%	-11%	-3%[46.1 µM]	0%	?	0.0%
CCN(CC)CCCOC(=O)C(OC(C)C)(c1ccccc1)c1ccccc1	9%	-2%	-11%	-8%	?	5%	0%	4.7%
Cc1cc(OCC(=O)OC(C)(C)C)c2c3c(c(=O)oc2c1)CCC3	-4%	-6%	-1%	2%	9%[46.1 µM]	10%	7%	-1.1%
COC(=O)c1cc2c(s1)=NC=NP=2(N1CCOCC1)N1CCOCC1	3%	0%	-7%	1%	8%[46.1 µM]	10%	11%	-7.1%
O=c1[nH]c(=S)[nH]c(O)c1N=Nc1ccc(SC(F)F)cc1	-16%	-6%	-6%	-20%	15%	-12%	-1%	-0.3%
Cc1nc2cc(-c3cccc(F)c3)nn2c(C)c1CCC(=O)N1CCC2(CC1)OCCO2	2%	-1%	-15%	-13%	-24%[46.1 µM]	2%	-7%	0.9%
CN1CN(c2cccc([N+](=O)[O-])c2)CN=C1N[N+](=O)[O-]	2%	1%	-1%	-2%	15%	17%	6%	-0.4%
O=C(O)c1sc2cc(Cl)ccc2c1Cl	2%	-1%	-1%	5%	-27%	4%	-3%	2.0%
O=C(Nc1ccc(F)c(Cl)c1)N(Cc1ccc2c(c1)OCO2)C1CCN(Cc2ccccc2)CC1	-11%	-8%	5%	-25%	·	·	·	-1.2%
CN1CCN(c2cccc3c2C(=O)c2ccccc2C3=O)CC1	3%	-2%	-2%	-14%	-19%	-7%	-1%	1.0%
CC1(C)C(C(=O)NN2C(=O)c3ccccc3C2=O)C1(C)C	-7%	1%	-6%	-2%	8%[46.1 µM]	6%	-4%	1.1%
NC[C@H](O)c1ccc(O)cc1	·	-1%[53 µM]	0%[53 µM]	·	·	1%[21.7 µM]	5%[29.1 µM]	1.4%[16.9 µM]
CCCC1COC(Cn2cncn2)(c2ccc(Cl)cc2Cl)O1 (configuration not stated)	-5%	3%	-11%	-11%	-17%[46.1 µM]	4%&-2%	6%&-7%	0.0%
CN(C)C(=O)O/N=C(\N)COc1ccc(C(C)(C)C)cc1	2%	-3%	-7%	-9%	54%	6%	3%	-1.3%
O=C(Nc1ccc2ccccc2c1)c1nn(C23CC4CC(CC(C4)C2)C3)cc1Br	-8%	-1%	2%	-3%	-19%[46.1 µM]	0%	-1%	-0.1%
Cc1ccc(C(=O)COC(=O)c2cccc(NC(=O)c3ccc(Br)cc3)c2)cc1	?	-1%	11%	-25%	·	·	·	-0.6%
CN(C)c1ccc(CN2CCc3nc(N4CCN(c5ccccn5)CC4)ncc3C2)cc1	1%	-1%	-1%	?	·	·	·	-5.1%
N#Cc1cc2c(nc1SCC(=O)Nc1cc(Cl)ccc1Cl)C1CCN2CC1	4%	-3%	3%	?	-17%[46.1 µM]	4%	6%	2.0%
O=c1c2ccccc2nc(Cc2ccccc2)n1-c1ccccc1O	1%	-1%	-7%	-22%	20%	-6%	1%	2.0%
CC(C)C1(C)N=C(c2nc3ccccc3cc2C(=O)O)NC1=O (configuration not stated)	4%	-2%	-7%	-6%	-6%[46.1 µM]	1%	-1%	0.0%
O=C1NC(=O)N(c2ccc(F)cc2)C(=O)/C1=C/c1ccc2c(c1)CCCN2Cc1ccccc1	-14%	5%	12%	-18%	-19%	-8%	6%	0.0%
C[C@H]1C2Cc3ccc(O)cc3[C@]1(C)CCN2CC1CC1	-14%	3%	2%	-19%	-3%[46.1 µM]	2%	8%	-0.2%
CCN(CCO)c1ccc(N=Cc2c(O)n(C)c(=S)[nH]c2=O)cc1	-2%	0%	9%	24%	-30%	11%	-4%	6.7%
Cn1cnnc1Sc1cc(N2CCNCC2)ccc1[N+](=O)[O-]	-4%	-8%	-7%	-4%	-6%	11%	-11%	1.1%
CCOc1ccc([N+](=O)[O-])cc1CNCCc1ccccc1	8%	-3%	2%	-2%	-9%	9%	-17%	-1.8%
COCc1cc(OC(=O)N(C)C)nc2c1c(C)nn2C	-7%	-2%	1%	-15%	-5%[7.67 µM]	0%	5%	-0.4%
CCCCn1c(O)c(/C(CC)=N/N2CCCCC2c2cccnc2)c(=O)[nH]c1=S (configuration not stated)	3%	2%	3%	-8%	-42%	-9%	-2%	-1.9%
Cc1ccc(CCN2CC(C(=O)N3CCC4(CC3)OCCO4)CC2=O)cc1 (configuration not stated)	2%	1%	-10%	6%	-8%[46.1 µM]	5%	-3%	-1.2%
COc1ccc(-c2nc3ccccc3c(=O)n2-c2ccc(OC)cc2)cc1	-1%	-1%[53 µM]	6%[53 µM]	-9%	32%	-6%	10%	2.5%
COc1cccc(-c2cc(C(=O)Nc3cnn(Cc4ccc(Cl)cc4Cl)c3)no2)c1	-14%	4%	-8%	?	·	·	·	-1.8%
N#Cc1cc2c(nc1SCC(=O)Nc1ccc(Cl)c(C(F)(F)F)c1)C1CCN2CC1	?	3%	1%	?	·	·	·	-1.1%
CCN1CCN(Cc2ccc(OC(F)(F)F)cc2)CC1	2%	2%	-5%	0%	-17%[46.1 µM]	1%	5%	2.1%
Nc1ccc(Cl)cc1C(=O)c1ccccc1Cl	-4%	1%	4%	-23%	-16%	9%	-3%	-0.9%
CSc1ccc(CN2CCN(C(=O)COc3cccc(C)c3)CC2)cc1	9%&-11%	-3%&-1%	-4%&4%	8%&-15%	-15%	5%	-1%	-0.2%&-2.5%
CCC(C)NS(=O)(=O)c1ccc(OCC(=O)N2CCN(CC)CC2)cc1 (configuration not stated)	7%	2%	-19%	-1%	8%	8%	10%	-1.0%
Cc1cccc(OCC(=O)N2CCN(Cc3cc(=O)n4nc(-c5ccccc5Cl)sc4n3)CC2)c1	0%	0%	-10%	3%	·	·	·	7.5%
O[C@H]1C2CCC1C(N1CCCCC1)CC2 (some centres not stated)	-1%	-4%	-8%	1%	4%[46.1 µM]	7%	0%	0.0%
C[N+]1=Cc2cc3c(cc2CC1)OCO3	?	-1%	-6%	-13%	·	3%[21.7 µM]	?	-3.5%
O=C1NC(=O)C2(Cc3c(nc4ccccn4c3=O)N3CCCCCC32)C(=O)N1Cc1ccccc1 (configuration not stated)	-4%	-1%	-8%	0%	?	-1%	2%	-3.9%
c1cc(C2N3CCCN2CC3)ccn1 (configuration not stated)	7%	-3%	1%	11%	10%	7%	4%	-0.9%
CCN1CC2(OC(=O)c3ccccc3NC(C)=O)CCC(OC)[C@]34C1[C@H](CC23)[C@@]1(O)C[C@H](OC)[C@H]2CC4C1(O)[C@H]2OC (some centres not stated)	·	-3%	5%	·	·	-2%	12%	·
C[C@]12[C@H](O)CC3C(CC[C@@H]4C[C@@H](O)CC[C@]34C)[C@@]1(O)CC[C@@H]2C1=CC(=O)OC1 (some centres not stated)	-5%	0%	7%	-7%	·	2%[21.7 µM]	5%	-2.8%
Cc1ccc2c(c1)C1CN(C)CCC1N2C(=O)Nc1ccc(Cl)cc1 (configuration not stated)	-7%	9%	0%	?	-6%[46.1 µM]	8%	-8%	-0.1%
C[C@@H]1O[C@@H](O[C@H]2C[C@@H](O)[C@]3(CO)[C@H]4[C@H](O)C[C@]5(C)[C@@H](C6COC(=O)C6)CC[C@]5(O)[C@@H]4CC[C@]3(O)C2)[C@H](O)[C@H](O)[C@H]1O (some centres not stated)	10%	-1%	-2%	12%	16%	-6%	7%	-1.6%

High-throughput results: PubChem, National Center for Advancing Translational Sciences (NCATS)

An excerpt; count on the stated rates, not on these rows.
